WT yeast gro inh: growth inhibition of WT yeast, mitochondrial fusion screen; mitochondrial fusion phenotypic screen, WT strain; inhibition, % at 10 µM; hit rate 2.1% among 190,000; AID 1362; in the data active = inhibition above about 58%; tested in S. cerevisiae
Lipid droplet: modulators of hepatic lipid droplet formation. AML12 mouse hepatocytes, oleate lipid droplets, BODIPY imaging. inhibition, % at 6.5 µM. hit rate 0.4% among 240,000. AID 1656;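 active = lipid droplet intensity inhibited by at least 50%, with more than 500 cells counted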
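Assay system: AML12 hepatocytes (mouse) / Also added: 100 µM oleic acid challenge / Times: overnight treatment with compound plus oleate / Detection: high-content imaging of BODIPY-stained droplets and DAPI nuclei / Evaluation: % inhibition of lipid droplet signal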
Autophagy HCS: autophagy modulation, high-content screen; MEF GFP-LC3 puncta imaging; test concentration mostly 10 µM; hit rate 0.98% among 190,000; AID 463193; calls only at 10 µM (by protocol);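 active = percentage of spot-positive cells more than 3 SD above its plate mean, without a fluorescence outlier flag or 80% toxicity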;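 also: spot-positive cell cutoff set from DMSO-treated cells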
Myeloid diff 2: promotes myeloid progenitor differentiation. AID 624256. calls only at 10 µM. ER-HoxA9 myeloid progenitors, lysozyme-GFP differentiation, flow cytometry. hit rate 1% among 360,000;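 active = normalized GFP-positive differentiation at or above the plate's own cutoff, the solvent-only control mean plus 3 SD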;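 also: cells exposed to compound for four days before flow analysis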
bCat nuc transl: alters nuclear translocation of beta-catenin in HeLa cells; immunofluorescence imaging; nuclear translocation activity, % at 5 µM; hit rate 0.3% among 190,000;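 active = nuclear translocation activity above 50% at 5 µM, with a well cell count of 50 or more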;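 also: per-cell ratio of nuclear to cytoplasmic median beta-catenin stain intensity; plate controls were DMSO negative control for no effect and GSK-3 inhibitor IX positive control for full effect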
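System: HeLa cells, endogenous beta-catenin; compound dosing: 5 µM primary single dose, 0.1% DMSO, 0.02–20 µM confirmation series; incubation: 24 h compound exposure at 37°C, 5% CO2; signal: beta-catenin immunofluorescence imaging with DAPI; evaluation: % activation, nuclear-to-cytoplasmic median beta-catenin signal ratio per cell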
West Nile virus CPE: inhibition of WNV-induced cytopathic effect – cell-based, CPE readout (AID 1621). CPE inhibition, % at 10 µM; hits with a dose series show IC50 in µM. West Nile virus-infected cells, CPE inhibition; higher % means a stronger effect. hit rate 0.02% among 290,000; in the data active = a potency from the dose series; also: strong numbers were not always called active
T cell modulator: T cell immune modulators affecting CD8 T cell-vesicle binding. 2C CD8+ T cell-vesicle binding, flow cytometry; active compounds read low. hit rate 0.068% among 330,000. calls only at 7 µM;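 active = response, share of CD8 T cells binding vesicles, and their 90th percentile fluorescence all below set limits, cut at about 80% in these data, passing the limit was not always enough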
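Assay system – 2C mouse CD8+ T cells · Also added – QL9-loaded Drosophila micro-vesicles · Timing – Cell–vesicle co-incubation 1.5 h at 37 °C, staining 20 min on ice · Signal – flow cytometry of vesicle-bound cells · Measure – percent CD8+ FL2 mean versus row control · Controls – Peptide-free naked vesicles (low) and QL9 vesicles with 0.7% DMSO vehicle (high)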
Insulin prom up: MIN6 insulin promoter up-regulation; AID 1625; z-score at 5 µM; hit rate 0.3% among 190,000; MIN6 insulin promoter-GFP reporter, high-content imaging; active compounds read high;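 active = z-score above 3 at 5 µM with at least 500 cells counted in the well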
MT stabilizer: stabilizes microtubules in HeLa cells | HeLa tubulin immunostaining HCS, 24 h; share of cells brighter than vehicle mean+2SD | % tubulin-high responders, % at 10 µM | hit rate 0.83% among 200,000 | AID 2205;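 active = plate Z-score above 3 for both tubulin-high and condensed-nucleus cell shares, with cell loss under 80%, at 10 µM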;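 also: anti alpha tubulin signal scored within the nucleus-defined area of each cell; some results filed as inactive read as strong as hits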
WT yeast gro inh mutant strain: further read-out of WT yeast gro inh, marked with its call; inhibition, %; mitochondrial fusion phenotypic screen, mutant strain inhibition
Insulin prom up cell count: second read-out of Insulin prom up, no call of its own (marks repeat the call); cell count; measured here: cytotoxicity, nuclei count;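 total cells summed across four imaged fields per well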
Lipid droplet cells 6.5 µM: second read-out of Lipid droplet, no call of its own (marks repeat the call); cell count; measured here: cell count, cytotoxicity flag;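 cells counted across two imaged fields per well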
bCat nuc transl cell count 5 µM: also measured in bCat nuc transl; calls as there; cell count; measured here: cell count, cytotoxicity flag
T cell modulator vesicle-bound %: recorded beside T cell modulator, whose call it bears; double positive events, %; measured here: CD8+ vesicle-bound cell fraction;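 binding gate set so that unloaded-vesicle control wells show 10% double positive cells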
MT stabilizer Hoechst-high %: second read-out of MT stabilizer, no call of its own (marks repeat the call); % Hoechst-high responders; measured here: nuclear condensation Hoechst responders;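 share of cells brighter than vehicle mean plus two SD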
MT stabilizer cytotoxicity %: second read-out of MT stabilizer, no call of its own (marks repeat the call); toxicity, %; measured here: cytotoxicity by cell density;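 0% = mean cell density of plate MIN control wells and 100% = no cells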
Autophagy HCS cell loss 18 h: also measured in Autophagy HCS; calls as there; toxicity, %; measured here: cell loss, nuclei count;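 cell loss after 18 h compound exposure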
Myeloid diff 2 GFP+ MAC1+ %: recorded beside Myeloid diff 2, whose call it bears; GFP+ MAC1+ double positive, %; measured here: differentiation confirmed by MAC1 staining
* marks the source's active call; other numbers are inactive results; i = inactive; . = no result given; + = active, no number. This is a subset; the hit share may differ from the screen's.

Order of values: Lipid droplet	T cell modulator	Autophagy HCS cell loss 18 h	Insulin prom up cell count	bCat nuc transl cell count 5 µM	MT stabilizer	WT yeast gro inh mutant strain	MT stabilizer Hoechst-high %	MT stabilizer cytotoxicity %	Lipid droplet cells 6.5 µM	West Nile virus CPE	Autophagy HCS	Insulin prom up	T cell modulator vesicle-bound %	bCat nuc transl	Myeloid diff 2	WT yeast gro inh	Myeloid diff 2 GFP+ MAC1+ %
- COc1ccccc1Cn1c(SCC#N)nc2cc(C(=O)N3CCC4(CC3)OCCO4)ccc2c1=O
    -5	i	6	.	1060	5.9	-3	1.8	6.0	743	-1.0%	i	.	18	-0.7	i	-6	0.2
- Cc1nn(Cc2ccc(Cl)cc2Cl)c(Cl)c1C(=O)O
    -14	i	9	1223	1074	2.1	13	2.0	9.0	659	0.8%	i	1.6	3	-4.9	i	-12	0.4
- Cc1cccc(OCC(=O)N2CCN(Cc3ccc4c(c3)OCO4)CC2)c1
    -8	i	7	1118	1126	4.1	17	3.5	7.0	633	-0.7%	i	0.05	59	0.1	i	4	0.3
- O=c1[nH]c(O)c(C=NCCc2ccccc2)c(=O)[nH]1
    6	i	.	1140	1284	.	.	.	.	777	0.2%	.	0.08	43	2.0	i	.	0.8
- CN1C(=O)/C(=C\c2ccc(N3CCCCC3)o2)C(=O)NC1=S
    2	i	-34	1661	951	3.2	-37	1.5	5.7	737	-0.8%	i	1.3	26	0.3	i	15	0.9
- CC(Cc1cnccn1)NCc1c(C(=O)N2CCCCCCC2)nc2ccc(Cl)cn12 (configuration not stated)
    -15	i	.	.	.	.	.	.	.	840	-1.4%	.	.	14	.	i	.	1.0
- Cc1nc2cc(C(F)(F)F)ccc2n1C1CCN(Cc2nnnn2Cc2cccs2)CC1
    -9	i	34	1224	1171	1.4	-7	1.4	3.0	763	-0.7%	i	-0.91	13	-0.3	i	4	0.5
- COc1ccc(NC(=O)N2CCC3(CC2)OCCO3)cc1OC
    0	i	-11	1219	569	5.0	-11	2.5	6.7	699	0.7%	i	0.71	40	0.1	i	2	1.8
- O=c1[nH]c(=O)n(-c2ccccc2)c(O)c1N=Nc1ccc(Br)cc1
    -41	i	3	1545	961	2.3	16	2.4	8.2	694	1.6%	i	-0.04	19	-0.3	i	-1	0.3
- COc1ccccc1OCC(=O)Nc1ccc(Cl)cc1C(=O)c1ccccc1
    -6	i	8	1805	1058	2.6	16	1.6	13	719	-0.1%	i	0.45	55	-1.7	i	10	1.1
- CCC12CN3CCN(CC(C3)/C1=N\O)C2
    .	i	-13	1184	968	5.9	-11	2.7	4.0	.	0.0%	i	-0.47	35	-5.5	i	-3	1.6
- CC(C)CC(NC(=O)C1CCCCC1)C(=O)N1CCC2(CC1)OCCO2 (configuration not stated)
    .	i	-7	1245	1378	3.7	-11	3.0	12	.	1.3%	i	-0.59	32	1.1	i	-2	0.6
- O=C(COc1ccc(Cl)cc1)NCCc1cnc[nH]1
    -12	i	.	.	.	.	.	.	.	848	-0.7%	.	.	44	.	i	.	0.2
- CC(c1ccccc1)n1cncc1C(=O)N1CCCC1=O (configuration not stated)
    .	i	80	1455	991	2.7	4	2.3	4.8	.	-0.5%	i	-0.74	28	-1.8	i	-18	0.9
- O=C1NC(=O)C2=Cc3ccc(O)cc3OC2(O)N1 (configuration not stated)
    -1	.	0	1193	1152	3.9	7	3.1	4.7	702	0.0%	i	0.7	.	-2.0	.	-2	.

(listing goes on)
Order of values: Lipid droplet	T cell modulator	Autophagy HCS cell loss 18 h	Insulin prom up cell count	bCat nuc transl cell count 5 µM	MT stabilizer	WT yeast gro inh mutant strain	MT stabilizer Hoechst-high %	MT stabilizer cytotoxicity %	Lipid droplet cells 6.5 µM	West Nile virus CPE	Autophagy HCS	Insulin prom up	T cell modulator vesicle-bound %	bCat nuc transl	Myeloid diff 2	WT yeast gro inh	Myeloid diff 2 GFP+ MAC1+ %
- CN1C(=O)N(C)C(=O)C2(Cc3cc(NC(=O)c4ccc(F)cc4)ccc3N3CCCC32)C1=O (configuration not stated)
    -11	i	.	.	.	.	.	.	.	652	-0.7%	.	.	1	.	i	.	1.2
- COc1cccc(C2CC3C(=O)C=CC2N3Cc2ccccc2)c1 (configuration not stated)
    -22	i	30	1160	509	7.2	15	5.0	7.3	654	-0.3%	i	-0.72	44	-2.1	i	10	0.2
- COc1ccc(C2CC(c3c(O)n(CCc4ccccc4)c(=O)[nH]c3=O)=NN2)cc1OC (configuration not stated)
    4	i	.	1113	1305	.	.	.	.	752	0.0%	.	0.03	30	1.1	i	.	1.0
- CC(C)(C)c1ccc(CSc2cnn(C(C)(C)C)c(=O)c2Cl)cc1
    -104	i	.	.	.	.	.	.	.	653	1.7%	.	.	7	.	i	.	0.9
- CC(=O)c1c(O)n(-c2cccc(Cl)c2)c(=O)[nH]c1=O (tested in a mixture with another compound)
    4	i	.	1098	1307	.	.	.	.	696	0.3%	.	0.24	17	-0.6	i	.	0.5
- Cc1cccc(-n2c(O)c(/C=N/NC(=O)c3ccncc3)c(=O)[nH]c2=O)c1
    -5	i	.	1008	1246	.	.	.	.	717	-0.1%	.	-0.43	39	-0.5	i	.	0.5
- CCCCCn1c(=O)c(C(=O)NCCc2ccccc2)c(O)c2ccccc21
    -8	i	.	.	.	.	.	.	.	763	-2.0%	.	.	42	.	i	.	0.1
- NP(=O)(OCC(F)(F)F)Oc1ccccc1 (configuration not stated)
    .	i	16	.	.	2.5	.	1.7	6.5	.	0.3%	i	.	29	.	i	.	1.0
- Cc1ccc(-n2c(C)cc(/C=C3/C(=O)NC(=O)N(Cc4ccco4)C3=O)c2C)cc1
    1	i	17	1471	1186	4.9	24	1.4	2.2	697	.	i	-0.2	32	-1.4	i	30	0.7
- O=C1CC(=O)N(c2cccc(F)c2)C(=O)N1
    2	i	.	.	.	.	.	.	.	741	-0.4%	.	.	56	.	i	.	0.4
- CCCCn1c(=O)c(C(=O)Nc2ccccc2N)c(O)c2ccccc21
    -5	i	.	.	.	.	.	.	.	829	-0.5%	.	.	56	.	i	.	0.8
- CCC(C)n1c(O)c(/C=N/Nc2ccccc2)c(=O)[nH]c1=S (configuration not stated)
    -7	i	4	.	951	3.1	32	1.2	4.8	446	-0.8%	i	.	52	-0.2	i	52	0.3
- Cc1ccc(OP(=O)(Nc2cccc(C)c2)Oc2ccc(C)cc2)cc1
    -56	i	.	.	.	.	.	.	.	870	-1.0%	.	.	42	.	i	.	0.9
- CCOC(=O)C(O)(c1ccc(N(C)C(=O)COc2ccccc2)cc1)C(F)(F)F (configuration not stated)
    .	i	16	.	.	3.0	.	2.0	6.4	.	1.2%	i	.	4	.	i	.	0.7
- O=C1NC(=O)C(CCc2ccccn2)(Cc2cccc(Cl)c2Cl)C(=O)N1c1ccc(Br)cc1 (configuration not stated)
    0	i	-1	.	951	3.1	-18	3.1	7.7	535	-0.4%	i	.	49	0.8	i	48	0.7

Additional entries:
Order of values: Lipid droplet	T cell modulator	Autophagy HCS cell loss 18 h	Insulin prom up cell count	bCat nuc transl cell count 5 µM	MT stabilizer	WT yeast gro inh mutant strain	MT stabilizer Hoechst-high %	MT stabilizer cytotoxicity %	Lipid droplet cells 6.5 µM	West Nile virus CPE	Autophagy HCS	Insulin prom up	T cell modulator vesicle-bound %	bCat nuc transl	Myeloid diff 2	WT yeast gro inh	Myeloid diff 2 GFP+ MAC1+ %
- O=C(NCCCn1ccnc1)C(Cl)(Cl)Cl
    5	i	-25	1523	1502	1.6	1	1.5	9.7	583	0.8%	i	0.19	55	-0.5	i	-2	0.6
- Cc1ccccc1CN1CCN(C(=O)Cc2ccccc2)CC1
    -7	i	-11	1356	1476	2.9	-8	1.7	14	645	-0.4%	i	0.16	50	0.3	i	-22	0.1
- O=C(O)CC1OCC=C2CN3CCC45c6ccccc6NC4C1C2CC35 (configuration not stated)
    2	i	.	1062	1308	.	.	.	.	635	0.0%	.	-0.18	60	1.0	i	.	0.2
- O=C(c1ccc(Cl)cc1)C1CCCN(Cc2cccc3cccnc23)C1 (configuration not stated)
    -9	i	-8	1352	972	3.3	-2	1.4	11	698	-0.8%	i	-0.25	22	-1.6	i	12	0.4
- O=C1NC(=O)N(CCC2=CCCCC2)C(=O)/C1=C\c1cccs1
    2	i	-8	1298	577	2.5	-4	3.3	6.0	580	1.8%	i	0.61	36	-1.2	i	-16	3.8
- CN(C(=O)Oc1ccc(C(=O)c2ccc(Cl)cc2)cc1)c1ccccc1
    22	i	-10	1230	962	1.7	2	1.0	4.5	592	-1.8%	i	-0.62	34	-0.7	i	25	0.9
- COC(=NC1CCCC1)C(O)c1c[nH]c2ccccc12 (configuration not stated)
    -8	i	2	1048	992	3.0	2	1.6	6.4	752	-0.3%	i	0.18	22	3.2	i	-7	0.9
- CCCCn1c(O)c(C(=O)/C=C/c2c[nH]c3ccccc23)c(=O)[nH]c1=O
    3	i	.	.	1382	.	.	.	.	662	0.9%	.	.	20	-0.3	+	.	7.4*
- COc1ccc(OC)c(N=Cc2c(O)n(Cc3ccccc3)c(=S)[nH]c2=O)c1
    -10	i	.	1412	1148	.	.	.	.	692	0.5%	.	0.18	46	-2.5	i	.	0.8
- CCCOc1ccc(N2C(=O)CC(N3CC=C(c4ccccc4)CC3)C2=O)cc1 (configuration not stated)
    -8	i	10	1573	731	3.5	7	1.8	6.6	701	-0.1%	i	-0.22	41	5.4	i	10	0.2
- C=COCCn1c(C)c(C(C)=O)c2cc(O)ccc21
    -6	i	10	1351	1033	.	-19	.	.	759	-1.0%	i	0.37	50	0.5	i	-13	0.0
- COc1cc2c(cc1OC)C13CCN4CC5=CCOC6CC(=O)N2C1C6C5CC43 (configuration not stated) (tested in a mixture with another compound)
    10	i	.	1379	1155	.	.	.	.	754	-0.3%	.	0.25	32	-4.8	i	.	2.6

As entered above:
Cc1nn(Cc2ccc(Cl)cc2Cl)c(Cl)c1C(=O)O – bCat nuc transl = -4.9
Cc1ccc(OP(=O)(Nc2cccc(C)c2)Oc2ccc(C)cc2)cc1 – Lipid droplet cells 6.5 µM = 870

Screening data (PubChem BioAssay)
